Bioassay records from PubChem BioAssay.
EBI2 block: blocks human EBI2 receptor beta-arrestin signaling; EBI2 beta-arrestin recruitment, luminescence, 7a,25-OHC stimulated; 360,000 compounds, 0.81% hits; AID 651636; P32249; inhibition, % at 5 µM; in the data active means inhibition above about 38%;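 further: enzyme fragment complementation signal reports receptor beta-arrestin coupling in cells; 0% = agonist plus DMSO wells and 100% = wells without agonist; some results beyond the cut were filed as inactive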
Target sequence (P32249 whole entry, looked up, the tested form may be a part): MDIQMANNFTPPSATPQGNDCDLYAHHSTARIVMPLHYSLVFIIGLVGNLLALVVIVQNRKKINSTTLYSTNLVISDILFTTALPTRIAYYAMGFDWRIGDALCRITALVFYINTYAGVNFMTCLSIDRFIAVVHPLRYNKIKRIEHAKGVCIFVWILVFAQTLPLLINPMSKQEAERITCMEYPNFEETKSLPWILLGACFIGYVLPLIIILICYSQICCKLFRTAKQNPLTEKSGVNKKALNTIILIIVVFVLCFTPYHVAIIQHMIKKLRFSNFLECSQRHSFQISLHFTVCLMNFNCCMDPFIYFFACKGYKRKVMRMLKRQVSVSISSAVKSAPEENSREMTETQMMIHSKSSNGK
Mdm2-MdmX inh: inhibitors of human Mdm2/MdmX interaction; SaOS-2 split-luciferase Mdm2/MdmX complementation, luminescence; inhibition, % at 8 µM; 330,000 compounds, 3% hits; AID 485346;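 active means inhibition of at least 50% at 8 µM in the primary screen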
CXCR6 inh: inhibitors of human CXCR6 receptor. O00574. CHO-K1 PathHunter CXCR6 beta-arrestin, luminescence. inhibition, % at 20 µM. 360,000 compounds, 0.36% hits; in the data active means inhibition above about 34%, passing the limit was not always enough;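 further: antagonist mode with CXCL16 agonist at 10 nM final; 0% = 10 nM CXCL16 with DMSO and 100% = unstimulated wells without agonist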
Target sequence (O00574 whole entry, looked up): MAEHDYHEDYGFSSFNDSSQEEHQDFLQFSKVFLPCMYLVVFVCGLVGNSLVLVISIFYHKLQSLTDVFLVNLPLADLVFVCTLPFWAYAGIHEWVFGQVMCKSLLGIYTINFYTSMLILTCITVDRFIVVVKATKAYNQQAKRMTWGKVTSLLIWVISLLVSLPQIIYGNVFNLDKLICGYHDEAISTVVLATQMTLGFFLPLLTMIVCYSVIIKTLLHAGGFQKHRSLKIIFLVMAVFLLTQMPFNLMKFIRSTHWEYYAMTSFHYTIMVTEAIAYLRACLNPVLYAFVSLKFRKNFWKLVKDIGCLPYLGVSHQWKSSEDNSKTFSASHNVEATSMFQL
APJ agonist: APJ receptor agonism; P35414; CHO-K1 APJ PathHunter beta-arrestin, luminescence; 0% DMSO wells, 100% apelin; activation, % at 20 µM; 330,000 compounds, 0.11% hits; AID 2520;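 active means activation more than six SD over the plate average, tested at 20 µM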;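 further: 0% = DMSO alone and 100% = apelin-13 at 10 nM; some results filed as inactive read as strong as hits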
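Material: CHO-K1 APJ beta-arrestin complementation cell line; Input: cell density 1000 per well; Incubation: compound stimulation 90 min at 25 °C, detection 60 min; Signal: luminescence from split beta-galactosidase complementation, Galacton Star/Emerald II substrate; Controls: DMSO-only wells as negative, 10 nM Apelin-13 as positive control.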
tim23-1 inh: inhibits growth of tim23-1 mutant yeast; inhibition, % at 20 µM; AID 463212; S. cerevisiae tim23-1 growth, BacTiter-Glo luminescence, 24 h; 330,000 compounds, 1.3% hits;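 active means growth inhibition of the mutant yeast at or above 50%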;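 further: temperature-sensitive mutant grown at 25 °C; plate controls were DMSO-treated mutant yeast for no effect and medium wells lacking yeast for full effect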
APJ antagonist: antagonists of human APJ apelin receptor; CHO-K1 APJ beta-arrestin complementation, luminescence; inhibition, % at 20 µM; 330,000 compounds, 0.32% hits;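 active means inhibition above about 40% at 20 µM, limit read from the data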;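 further: cells challenged with 10 nM apelin-13 agonist together with compound; plate controls were apelin-13 plus DMSO wells for no effect and DMSO wells lacking apelin-13 for full effect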
XBP1 UPR activ: activators of adaptive arm of unfolded protein response (XBP1) | CHO-XBP1 luciferase reporter, IRE1-XBP1 UPR activation, luminescence; percent of tunicamycin response, DMSO as zero | activation, % at 20 µM | 330,000 compounds, 0.33% hits | AID 463104;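 active means versus positive control, 20 µM dose yields 30% or more activation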;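 further: 100% = tunicamycin at 10 µg/mL and 0% = DMSO only wells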
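Material: CHO-XBP1 cells stably carrying IRE1-XBP1-driven luciferase reporter | Medium: F12 with 10% serum | Compound dosing: 20 µM single concentration, DMSO 1% | Incubation: Overnight seeding at 37 °C, 6 h compound treatment at 37 °C | Detection: Steady-Glo luminescence read | Read-out basis: % activation of reporter signal versus tunicamycin and DMSO controls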
CCR6 antagonist: CCR6 (human) receptor antagonism | AID 493098 | P51684 | inhibition, % at 20 µM | CHO-K1 CCR6 PathHunter beta-arrestin, luminescence, CCL20-stimulated | 340,000 compounds, 0.49% hits;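 active means compounds whose inhibition of the agonist-driven luminescence signal at 20 µM reaches about 50%, limit read from the data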;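 further: cells stimulated with CCL20 at 14 nM final; plate controls were DMSO with CCL20 for no effect and DMSO without agonist for full effect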
UPR CHOP act: activators of apoptotic arm of unfolded protein response (CHOP); 330,000 compounds, 0.34% hits; CHO-CHOP luciferase reporter, UPR activation, luminescence; percent of tunicamycin response over DMSO baseline; activation, % at 10 µM;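 active means at 10 µM dose, activation of 40% or more, normalized to positive control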;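 further: 100% = tunicamycin at 10 µg/mL and 0% = DMSO alone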
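System: CHO-CHOP luciferase reporter cell line | Buffer or medium: F12 medium containing 10% fetal bovine serum | Doses: One dose, 10 µM in 0.5% DMSO | Times: 6 h compound exposure at 37 °C after overnight seeding | Signal: Luciferase luminescence | Read-out: % activation vs tunicamycin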
Starred values were filed as active, the others as inactive.

#	molecule	EBI2 block	Mdm2-MdmX inh	CXCR6 inh	APJ agonist	tim23-1 inh	APJ antagonist	XBP1 UPR activ	CCR6 antagonist	UPR CHOP act
1	Cc1sc2ncn(CC(=O)NCCCN3CC(C)CC(C)C3)c(=O)c2c1S(=O)(=O)N1CC(C)CC(C)C1 (stereo unspecified)	-17	45	10	-1	10	12	1	3	1.7
2	CC(C)(C)OC(=O)N1CCC[C@H]1C(=O)NCC1CCC(C(=O)O)CC1 (stereo partly specified)	-2	3	-8	-3	3	12	-1	6	0.0
3	COc1ccccc1-c1nnc(SCC(=O)N2CCOCC2)o1	-8	-42	-2	-1	17	15	5	-6	1.4
4	COc1ccc(OCC(=O)N(Cc2cccs2)C2CCS(=O)(=O)C2)cc1 (stereo unspecified)	3	11	-6	-2	-5	22	-4	8	-0.9
5	Cc1ccc(/C=N/NC(=O)c2cccs2)cc1[N+](=O)[O-]	8	14	-4	2	19	-14	4	13	4.0
6	CC(C)CC(/C(O)=C(\C#N)c1nc2ccccc2[nH]1)N1C(=O)c2ccccc2C1=O (stereo unspecified)	4	30	12	-3	29	17	1	16	-0.7
7	COc1ccc(-c2ccc(-c3noc(-c4ccccc4C)n3)c(OC)n2)cc1	26	10	8	-4	-3	13	0	2	-0.6
8	CCCC1OC2CC3C4CCC5=CC(=O)C=CC5(C)C4C(O)CC3(C)C2(C(=O)O)O1 (stereo unspecified)	-8	-4	-11	2	-1	-3	-3	13	0.2
9	C=CCN(CC=C)CCOc1ccccc1[N+](=O)[O-]	0	-23	-22	-5	-14	8	1	4	-1.5
10	CCOC(=O)C1=C(C)N(c2nonc2NC(C)=O)C(N)=C(C#N)C1c1ccccc1F (stereo unspecified)	-2	-6	0	-5	16	4	-1	-8	0.2
11	CCCOc1ccc(N2C(=O)CC(N(Cc3ccco3)C(=O)CC)C2=O)cc1 (stereo unspecified)	-4	-11	-3	1	4	-14	-4	-1	0.5
12	O=C(c1cccs1)N1CCN(Cc2ccc3c(c2)OCO3)CC1	-10	13	-7	-4	-3	3	2	10	0.6
13	O=C(Cc1ccc([N+](=O)[O-])cc1)Nc1cccc(C(=O)N2CCCCC2)c1	-8	6	-6	-2	6	-3	0	4	-0.1
14	CNC(=O)c1c(NC(=O)CS(=O)(=O)c2ccc(F)cc2)sc(C)c1C	-4	9	-2	4	11	-62	-5	-2	0.2
15	CC(C)(C)NC(=O)NC(=O)COC(=O)C1CC(=O)N(Cc2ccccc2)C1 (stereo unspecified)	0	14	10	-1	13	15	-2	5	-1.5
16	CCCCC(=NCCO)C1=C(O)C(C(=O)OC)C(C)(C)CC1=O (stereo unspecified)	-1	8	11	-3	12	-10	-4	3	0.2
17	C=CCNC(=O)CCC(=O)NNc1nc2ccccc2c2nc(-c3ccccc3)nn12	-19	6	-7	-1	10	15	3	14	-0.1
18	CCc1c(C)sc(NC(=O)CSc2nc3c(c(C(F)(F)F)n2)CCc2ccccc2-3)c1C#N	4	75*	-4	-2	-6	3	5	4	0.9
19	Cc1ccc(S(=O)(=O)Nc2ccc3[nH]ccc3c2)cc1	-8	-2	-3	-1	1	-6	-2	1	2.7
20	Nc1cc(C(=O)OCC(=O)NCCC2=CCCCC2)ccc1Cl	6	12	-2	-1	18	-10	-3	2	-2.3
21	NC(=O)CNC(=O)C1CCN(S(=O)(=O)c2ccc(-n3cnnn3)cc2)CC1	7	-3	-1	-3	3	-3	-2	13	-2.7
22	C/C(N)=C(/C#N)C(=O)COC(=O)C1CCC(C(C)(C)C)CC1 (stereo unspecified)	-58	26	-3	-1	13	-4	0	-11	3.7
23	Cc1ccc(NC(=O)CN2C(=O)NC3(CCCCC3C)C2=O)cc1S(=O)(=O)N1CCCCC1 (stereo unspecified)	4	8	-6	-2	-10	-21	2	4	0.9
24	O=C(CSc1ncnc2nc[nH]c12)Nc1ccc(Br)cc1Cl	5	-8	-2	-1	-10	-4	-2	-5	0.0
25	Cc1ccc2[nH]c3c(=O)[nH]ncc3c2c1	-8	10	-8	-4	4	2	3	3	0.3
26	Cc1cc2c(c(=O)n1Cc1ccc3c(c1)OCO3)C(c1cccnc1)C(C#N)=C(N)O2 (stereo unspecified)	5	6	-3	0	-4	1	-1	-11	-0.2
27	Cc1ccc(-n2nc3c(=O)n(CCCC(=O)NCc4ccc(F)cc4)nc(C)c3c2C)cc1	3	30	3	7	11	4	0	20	1.4
28	COc1cccc(CN2CC(C(=O)NCc3cccc(Cl)c3)CCC2=O)c1 (stereo unspecified)	2	17	1	-5	15	-5	-3	-5	0.1
29	NC(=O)CSCc1c(Cl)cccc1Cl	-2	27	3	-4	14	-11	-4	-3	1.5
30	COC(=O)c1cn[nH]c1NC(=S)Nc1ccccc1C	-2	-8	-2	-1	-4	15	2	-25	1.9

5 structures from above, arranged by molar mass, descending:
#	molecule	EBI2 block	Mdm2-MdmX inh	CXCR6 inh	APJ agonist	tim23-1 inh	APJ antagonist	XBP1 UPR activ	CCR6 antagonist	UPR CHOP act
26	Cc1cc2c(c(=O)n1Cc1ccc3c(c1)OCO3)C(c1cccnc1)C(C#N)=C(N)O2 (stereo unspecified)	5	6	-3	0	-4	1	-1	-11	-0.2
11	CCCOc1ccc(N2C(=O)CC(N(Cc3ccco3)C(=O)CC)C2=O)cc1 (stereo unspecified)	-4	-11	-3	1	4	-14	-4	-1	0.5
7	COc1ccc(-c2ccc(-c3noc(-c4ccccc4C)n3)c(OC)n2)cc1	26	10	8	-4	-3	13	0	2	-0.6
22	C/C(N)=C(/C#N)C(=O)COC(=O)C1CCC(C(C)(C)C)CC1 (stereo unspecified)	-58	26	-3	-1	13	-4	0	-11	3.7
25	Cc1ccc2[nH]c3c(=O)[nH]ncc3c2c1	-8	10	-8	-4	4	2	3	3	0.3

Going on with the list.
#	molecule	EBI2 block	Mdm2-MdmX inh	CXCR6 inh	APJ agonist	tim23-1 inh	APJ antagonist	XBP1 UPR activ	CCR6 antagonist	UPR CHOP act
31	O=C(CN1CCN(c2ccc(C(F)(F)F)cn2)CC1)NCc1ccc2c(c1)OCO2	0	7	-2	-1	24	12	-2	6	-0.9
32	O=C(O)C1CCCN1C(=O)c1cncc(Br)c1 (stereo unspecified)	-9	4	-8	1	21	-8	-2	-2	2.2
33	COc1ccc(/C=N/NC(=O)c2ccncc2)c(C(=O)O)c1OC	12	-6	1	-2	6	3	-2	2	0.5
34	Fc1ccc(CN2CCN(c3ncccn3)CC2)cc1	-9	12	2	-4	3	-10	1	-3	-1.0
35	COc1ccc(NC(=O)c2nn(C34CC5CC(CC(C5)C3)C4)cc2[N+](=O)[O-])cc1	2	-20	7	-7	19	6	-3	-4	0.1
36	Cc1nc(SC2CC(=O)N(c3ccccc3)C2=O)n[nH]1 (stereo unspecified)	11	-2	-3	-2	13	0	2	-15	-1.1
37	COC(=O)C1=C(C)C(c2ccc(OC)cc2)NC(=O)N1 (stereo unspecified)	-7	12	-2	0	-2	17	1	3	0.2
38	O=C(Nc1cccs1)NC1CCCC1	6	-12	1	-5	29	10	-5	7	0.2
39	CC(C)(C)[C@H]1COC(=O)CC/C=C\C[C@@H](CC(=O)N[C@H](CO)Cc2ccccc2)C(=O)N1	-2	-17	-5	-3	12	-1	0	20	0.2
40	CCCCOc1ccccc1NC(=O)C=C(C)C	-6	3	2	-2	9	11	1	-1	-1.5
41	CCOC(=O)N1CCN(C(=O)CSc2ncnc3ccccc23)CC1	12	26	1	-1	3	6	-2	-4	2.1
42	CCOc1ccccc1N1CCN(C(=O)c2ccc3nc(N)sc3c2)CC1	-21	25	0	-3	26	-3	3	-3	0.9
43	COc1ccccc1C(=O)Nc1nnc(S(=O)(=O)N(C)Cc2ccccc2)s1	-3	33	-2	-3	17	11	-5	7	1.5
44	CN(C)C=NC(=O)/C(C#N)=C1\CCc2ccccc2N1	2	8	6	1	26	-11	1	-10	-0.7
45	Cc1ccc(C(=O)Nc2ccc3cn[nH]c3c2)cc1S(=O)(=O)N1CCCCC1	-1	-34	-12	2	30	1	5	-2	5.4
46	Nc1nnc(SCC(=O)N2CCc3ccccc3C2)s1	-8	16	-2	2	0	-5	-2	16	0.9
47	COc1ccc(C(=O)COc2ccccc2C#N)cc1	-2	-35	-2	3	6	13	0	5	0.8
48	c1coc(CSSCc2ccco2)c1	-13	31	-16	-6	-2	15	23	18	-2.2
49	O=C1NC(=O)C2C3c4ccccc4C(c4ccccc43)C12 (stereo unspecified)	-15	-2	4	-5	23	4	-1	-2	-1.7
50	O=C(CN1C(=O)c2ccccc2C1=O)OCC(=O)c1ccccc1	2	1	2	-1	29	8	3	8	2.4
51	c1ccc(CCc2nc(-c3cccnc3)no2)cc1	-7	-31	0	-1	-9	9	3	12	3.5
52	CC(C)c1csc(CN2CCC(CO)(Cc3ccccc3)CC2)n1	9	-10	-9	0	14	-2	3	6	-0.2
53	Cc1ccccc1C(=O)N1CCN(c2ccc(NC(=S)NC(=O)c3ccco3)cc2)CC1	-4	39	-2	1	26	-23	-7	25	0.4
54	O=C(CSc1nc2ncc(Br)cc2[nH]1)Nc1ccccc1-c1ccccc1	-16	28	-5	-1	0	-1	-6	1	8.4
55	CCn1cc(C(=O)NCC(OC)OC)c(=O)c2cc(S(=O)(=O)N(C)C3CCCCC3)ccc21	-1	4	-9	-7	0	12	-7	10	1.6
56	Cc1cc2c(cc(C(=O)O)n2C)s1	-1	24	-4	-2	5	1	-3	3	-1.2
57	CCOC(=O)C1=C(NC(=S)NC(=O)c2ccccc2)c2ccccc2CC1(C)CC (stereo unspecified)	9	77*	4	-4	34	15	0	28	4.5
58	Cc1cccc(NC(=O)CN(C)S(=O)(=O)c2cnc[nH]2)c1	2	16	-11	-3	14	11	4	7	-1.8

Full records as entered above. Order of values: EBI2 block	Mdm2-MdmX inh	CXCR6 inh	APJ agonist	tim23-1 inh	APJ antagonist	XBP1 UPR activ	CCR6 antagonist	UPR CHOP act
Record of `CN(C)C=NC(=O)/C(C#N)=C1\CCc2ccccc2N1` : 2	8	6	1	26	-11	1	-10	-0.7
Record of `Fc1ccc(CN2CCN(c3ncccn3)CC2)cc1` : -9	12	2	-4	3	-10	1	-3	-1.0
Record of `O=C1NC(=O)C2C3c4ccccc4C(c4ccccc43)C12` (stereo unspecified) : -15	-2	4	-5	23	4	-1	-2	-1.7

A portion of the library; rates above refer to the full screens.
